# High-throughput results (PubChem BioAssay)
# RGS7-Gao: human RGS7-Galphao interaction regulation; Multiplexed bead flow cytometry, RGS7-Galphao binding; actives lie on both sides; P09471; 220,000 tested, 0.35% active; binding response (% of control), % at 10 µM; AID 1439; in the data active = binding response below about 49% or above about 150%; inconclusive = no clear call, values can overlap the other calls; inactive = in between;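 note: fluorescent Galphao held in activated GDP-AlF4 state binding bead-coupled RGS7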
# Bcl-XL Bim block: disrupts Bim peptide binding to human Bcl-XL | 190,000 tested, 0.04% active | inhibition, % at 10 µM | Q07817 | AID 1007 | bead flow cytometry, fluorescence
# Bfl-1 Bim block: human Bim-Bfl-1 interaction inhibition | Q16548 | Bead-based flow cytometry, Bim-Bfl-1 binding inhibition | inhibition, % at 10 µM | 190,000 tested, 0.12% active | AID 1008;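 note: 0% = wells without compound plus tracer and 100% = blocker peptide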
# RGS4-Gao reg: human RGS4-Galphao interaction regulation. P09471. Multiplexed bead flow cytometry, RGS4-Galphao binding; actives lie on both sides. binding response (% of control), % at 10 µM. 220,000 tested, 0.33% active. AID 1415; in the data active = binding response below about 49% or above about 150%; inactive = in between;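 note: fluorescent Galphao activated with aluminum fluoride binding bead-coupled RGS4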
# GSH fluor: GSH bead compound fluorescence profile; fluorescence (KMESF) at 10 µM; 190,000 tested, 0.25% active; GSH beads flow cytometry, compound fluorescence 488/530 nm; active compounds read high; in the data active = fluorescence above about 89;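 note: glutathione beads carrying GST-tagged Bcl family fusion proteins plus one bare bead set; values are compound well signal with DMSO vehicle wells as background; inactives centre near 16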
# Bcl-B Bim block: human Bim-Bcl-B interaction inhibition. Q9HD36. bead-based flow cytometry, Bim peptide-Bcl-B binding. inhibition, % at 10 µM. 190,000 tested, 0.073% active. AID 951;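 note: 0% = tracer peptide without compound and 100% = reference inhibitor peptide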
# Bim-Bcl-2: disrupts Bim peptide binding to human Bcl-2; Bead-based flow cytometry, Bim peptide-Bcl-2 binding; 190,000 tested, 0.06% active; inhibition, % at 10 µM; in the data active = inhibition above about 40%; inconclusive = no clear call, values can overlap the other calls;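 note: 0% = no compound wells with probe peptide and 100% = reference peptide inhibitor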
# Target sequence (P10415 whole entry, looked up): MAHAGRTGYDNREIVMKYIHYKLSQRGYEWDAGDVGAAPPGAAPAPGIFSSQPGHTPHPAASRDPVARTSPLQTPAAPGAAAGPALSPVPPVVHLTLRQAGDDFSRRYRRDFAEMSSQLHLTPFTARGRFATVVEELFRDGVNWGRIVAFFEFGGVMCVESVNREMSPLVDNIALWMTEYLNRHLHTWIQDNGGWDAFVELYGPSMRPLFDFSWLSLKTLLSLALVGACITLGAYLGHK
# Bcl-W Bim block: human Bim-Bcl-W interaction inhibition; bead-based flow cytometry, Bim peptide-Bcl-W binding; inhibition, % at 10 µM; 190,000 tested, 0.02% active; Q92843;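 note: 0% = bound tracer without compound and 100% = peptide blocker; higher means less fluorescent Bim peptide bound to Bcl-W beads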
# RGS8-Gao: regulators of human RGS8-Galphao interaction; 220,000 tested, 0.34% active; P09471; response (percent of control binding), % at 10 µM; multiplexed bead flow cytometry, RGS8-Galphao binding; actives lie on both sides; in the data active = response below about 60% or above about 140%; inactive = in between;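 note: Galphao activated as the GDP aluminium fluoride complex binding bead-coupled RGS8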
# Bim-Mcl-1: disrupts Bim peptide binding to human Mcl-1; AID 1009; 190,000 tested, 0.1% active; Q07820; Bead-based flow cytometry, Bim peptide-Mcl-1 binding; inhibition, % at 10 µM;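 note: 0% = no compound tracer wells and 100% = peptide blocker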
# Target sequence (Q07820 whole entry, looked up): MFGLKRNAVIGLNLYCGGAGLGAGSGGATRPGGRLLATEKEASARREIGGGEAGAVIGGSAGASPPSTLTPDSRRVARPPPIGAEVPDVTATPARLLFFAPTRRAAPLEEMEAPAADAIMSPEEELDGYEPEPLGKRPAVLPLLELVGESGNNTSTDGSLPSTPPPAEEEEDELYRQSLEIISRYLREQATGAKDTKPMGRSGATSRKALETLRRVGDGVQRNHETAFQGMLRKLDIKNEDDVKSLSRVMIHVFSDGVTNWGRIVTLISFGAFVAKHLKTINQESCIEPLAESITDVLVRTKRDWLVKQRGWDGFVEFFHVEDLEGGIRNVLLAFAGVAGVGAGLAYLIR
# Mcl1-Bid inh: disrupts binding of human Mcl-1 to Bid peptide | TR-FRET Mcl-1/Bid-Dy647 peptide binding, 1536-well | inhibition, % at 21.7 µM | 220,000 tested, 0.97% active | AID 1021;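 active = compounds that cut the binding signal by more than half at the single screening dose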;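 note: His-tagged Mcl-1 with europium anti-His antibody binding Bid BH3 peptide; 0% = Mcl-1 plus peptide wells and 100% = peptide-only wells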
# The depositor's hits bear a star; ? = inconclusive. Cut-off read from the data, not from the text of the source, unless noted: active = inhibition above about 40%. Not a hit list (roughly 1.8% active in at least one column).
SMILES,RGS7-Gao,Bcl-XL Bim block,Bfl-1 Bim block,RGS4-Gao reg,GSH fluor,Bcl-B Bim block,Bim-Bcl-2,Bcl-W Bim block,RGS8-Gao,Bim-Mcl-1,Mcl1-Bid inh
CC(=O)N(C)c1ccc(NS(=O)(=O)Cc2ccccc2)cc1,100,-5,-8,99,11,-2,-11,0,101,0,2
CCOc1cc(-c2cc(-c3ccc(C)o3)nc(N)c2C#N)ccc1O,91,0,14,87,48,-5,-5,4,91,2,12
Cn1c(=O)n(C)c2cc(/C=C3/NC(=O)N(Cc4ccccc4)C3=O)ccc21,98,0,-9,98,5,-2,0,-1,99,2,-9
Cc1c(NC(=O)/C(C#N)=C/c2ccc(-c3ccc(Cl)cc3)o2)c(=O)n(-c2ccccc2)n1C,101,-6,0,101,22,-3,0,-3,101,-2,0
CCC(C)N1CCNCC1 (stereo not drawn),101,2,-1,101,25,0,4,3,99,4,-4
CC(C)(C)c1ccc(OC(=O)CN2C(=O)C3C4CCC(C4)C3C2=O)cc1 (stereo not drawn),100,-4,0,102,5,-6,0,-1,100,-3,-7
CCOc1ccc(N=C2NC(=O)C(CC(=O)Nc3ccccc3)S2)cc1 (stereo not drawn),99,-3,-4,102,15,-3,-1,1,102,0,-2
BrC(=C\c1ccccc1)/C=N/n1cnnc1,102,0,-6,103,14,-3,-4,-1,100,-1,4
O=C(c1ccco1)N1CCN(c2cc(C(F)(F)F)nc3ncnn23)CC1,103,-4,-7,101,10,-7,-4,2,103,0,-25
C=CCNC(=O)c1onc(CSc2cccc(OC)c2)c1C(=O)O,97,-14,-13,96,39,-9,-9,0,99,-1,11

# Exported with tabs: 3 of the compounds above.
SMILES	RGS7-Gao	Bcl-XL Bim block	Bfl-1 Bim block	RGS4-Gao reg	GSH fluor	Bcl-B Bim block	Bim-Bcl-2	Bcl-W Bim block	RGS8-Gao	Bim-Mcl-1	Mcl1-Bid inh
Cc1c(NC(=O)/C(C#N)=C/c2ccc(-c3ccc(Cl)cc3)o2)c(=O)n(-c2ccccc2)n1C	101	-6	0	101	22	-3	0	-3	101	-2	0
CCC(C)N1CCNCC1 (stereo not drawn)	101	2	-1	101	25	0	4	3	99	4	-4
CC(C)(C)c1ccc(OC(=O)CN2C(=O)C3C4CCC(C4)C3C2=O)cc1 (stereo not drawn)	100	-4	0	102	5	-6	0	-1	100	-3	-7

# Only RGS7-Gao, Bim-Mcl-1 and Bfl-1 Bim block (two entries from above):
smiles	RGS7-Gao	Bim-Mcl-1	Bfl-1 Bim block
O=C(c1ccco1)N1CCN(c2cc(C(F)(F)F)nc3ncnn23)CC1	103	0	-7
C=CCNC(=O)c1onc(CSc2cccc(OC)c2)c1C(=O)O	97	-1	-13

# New compounds follow.
SMILES,RGS7-Gao,Bcl-XL Bim block,Bfl-1 Bim block,RGS4-Gao reg,GSH fluor,Bcl-B Bim block,Bim-Bcl-2,Bcl-W Bim block,RGS8-Gao,Bim-Mcl-1,Mcl1-Bid inh
COc1ccccc1NS(=O)(=O)c1cc(NC(=O)Cn2cnc3c2c(=O)n(C)c(=O)n3C)ccc1C,101,2,2,98,3,0,0,0,99,0,-37
COc1cc(NC(=O)C2CCCCC2)c(OC)cc1NC(=O)CCC(=O)NCc1ccco1,95,-12,-4,109,32,-16,-17,-15,103,-9,-63
CC(NC(=O)c1sc2ccccc2c1Cl)C1CCCO1 (stereo not drawn),100,-4,-18,102,9,-7,-9,-1,102,-1,-2
COC(=O)c1cc(OC)c(OC)cc1NC(=O)Nc1ccc(OC)cc1,94,2,2,97,23,5,-2,3,81,2,7
Cc1ccc(C(=O)N2CC(C(=O)O)C2)cc1,111,-4,-3,94,16,-4,0,-1,102,-3,-16
O=C(Nc1ccccc1Cl)N1CCN(c2ccc3nnc(-c4ccc(F)cc4)n3n2)CC1,101,2,-6,104,12,-2,0,1,101,2,48
CC1=CC(=C(C#N)C#N)C=C(C)N1Cc1ccccc1,112,0,2,103,11,0,1,0,105,-3,-33
CC(=O)Nc1c(C)ccc(S(N)(=O)=O)c1C,103,1,-4,103,25,0,0,1,101,1,-4
S=c1nc(SCc2ccccc2)[nH]c2ccccc12,97,-6,-1,95,9,-5,-3,-3,92,-9,-24
CCCCCC(=O)NC(=S)Nc1ccc(Br)cc1C,100,-5,-2,103,8,-5,-5,-3,103,-6,-6
N#CCC(=N)N1CCN(c2ccccc2)CC1,99,8,1,101,58,2,2,0,95,1,-122
Cc1ccc(S(=O)(=O)NC(CC(=O)N2CCc3ccccc32)c2ccco2)cc1 (stereo not drawn),99,-7,-16,103,26,-6,-9,0,102,-2,0
Nc1nc(SCC(=O)Nc2cc(S(=O)(=O)N3CCOCC3)ccc2Cl)n[nH]1,?,-1,-7,98,13,-8,-3,-1,99,-3,-25

# 3 of the entries above in order of their number in Bfl-1 Bim block, low to high:
SMILES,RGS7-Gao,Bcl-XL Bim block,Bfl-1 Bim block,RGS4-Gao reg,GSH fluor,Bcl-B Bim block,Bim-Bcl-2,Bcl-W Bim block,RGS8-Gao,Bim-Mcl-1,Mcl1-Bid inh
CC(NC(=O)c1sc2ccccc2c1Cl)C1CCCO1 (stereo not drawn),100,-4,-18,102,9,-7,-9,-1,102,-1,-2
Nc1nc(SCC(=O)Nc2cc(S(=O)(=O)N3CCOCC3)ccc2Cl)n[nH]1,?,-1,-7,98,13,-8,-3,-1,99,-3,-25
COC(=O)c1cc(OC)c(OC)cc1NC(=O)Nc1ccc(OC)cc1,94,2,2,97,23,5,-2,3,81,2,7
